Vif-APOBEC3G blk: qHTS for Inhibitors of Vif-A3G Interactions: qHTS. DNA dC->dU-editing enzyme APOBEC-3G (Homo sapiens), Q9HC16. HeLa A3G-eYFP + Vif (tagged APOBEC3G with the HIV-1 protein that degrades it), YFP fluorescence, overnight. Potency, µM (top dose mostly 46.1 µM), inactives show at the highest dose activity, negative = active, hits mostly inhibitors. hit rate 0.076% among 410,000;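 also: potency is read from the fitted curve at half-maximal effect; % is scaled to controls: 0 for no effect and ±100 for the full control effect; nearly all actives have a fitted effect of over 60% in size; hits raise eYFP signal because A3G escapes Vif-driven loss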
Target sequence (Q9HC16 whole entry, looked up): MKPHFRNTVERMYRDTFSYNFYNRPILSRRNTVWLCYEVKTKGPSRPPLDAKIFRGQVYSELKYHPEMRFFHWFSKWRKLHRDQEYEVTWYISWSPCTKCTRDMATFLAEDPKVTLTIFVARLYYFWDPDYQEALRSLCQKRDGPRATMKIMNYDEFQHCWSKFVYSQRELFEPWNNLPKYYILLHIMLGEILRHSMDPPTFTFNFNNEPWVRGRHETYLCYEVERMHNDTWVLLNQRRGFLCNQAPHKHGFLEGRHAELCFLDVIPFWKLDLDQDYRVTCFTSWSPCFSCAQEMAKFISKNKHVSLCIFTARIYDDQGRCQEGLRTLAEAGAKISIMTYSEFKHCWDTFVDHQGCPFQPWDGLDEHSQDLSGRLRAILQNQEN
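Read-out is eYFP fluorescence (Ex 488/Em 500-530) from Vif-expressing HeLa A3G-eYFP cells; more signal means A3G escaped Vif-mediated degradation. Cells plated overnight, compound pinned in, incubated overnight at 37 deg C.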
D1 antagonist: Antagonist of Human D 1 Dopamine Receptor: qHTS | D(1A) dopamine receptor (Homo sapiens), P21728 | activity change, negative = inhibition, % at 10 µM | hit rate 3.2% among 360,000 | AID 504652, 2011 | HEK293 TREx D1 cells, calcium flux, dopamine EC80; stronger effect = lower value; in the data active = activity change below about -30%; also: % is scaled to controls: 0 for no effect and ±100 for the full control effect
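Kinetic fluorescence of a calcium dye serves as the read-out. D1-expressing Hek293 Trex cells, induced overnight at 30 C, are exposed to compound for 180 s before an EC80 dopamine addition, then read 180 s further.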
Vif-A3F inh: qHTS for Inhibitors of Vif-A3F Interactions: qHTS; HeLa A3F-eYFP + Vif (tagged APOBEC3F with the HIV-1 protein that degrades it), YFP fluorescence increase; Potency, µM (titrated, usually from 46.1 µM), inactives show at the top dose activity, negative = active; hit rate 0.2% among 390,000; also: potency is read from the fitted curve at half-maximal effect; % of control where 0% means no effect; nearly all actives have a fitted effect of over 65% in size
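Fluorescence increase (Ex 488/Em 500-530) after overnight compound treatment at 37 deg C flags inhibition of Vif-driven A3F-eYFP loss in stable HeLa A3F-eYFP/Vif cells seeded overnight beforehand.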
LDHA block: qHTS assay for inhibitors of human lactate dehydrogenase; purified LDHA, NADH/diaphorase-resazurin fluorescence; stronger effect = lower value; activity change, % (values are at about 110 or 230 µM); hit rate 0.15% among 480,000; in the data active = activity change below about -30%; inconclusive = mostly about -25% to -30%;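 also: plate controls were DMSO wells for no effect and wells without enzyme for full effect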
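Enzyme activity of human lactate dehydrogenase 5 (2 nM; 0.06 mM NADH, 0.2 mM pyruvate, 5 min, RT) is measured via a resazurin/diaphorase fluorescence readout of residual NADH.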
RXFP1 ag: qHTS Assay for Agonists of the Relaxin Receptor RXFP1 | HEK293T-RXFP1 cAMP TR-FRET, 30 min; response scale: percent of porcine relaxin response, buffer zero | Potency, µM (titrated, usually from 57.5 µM), inactives show at the highest dose activation, actives largely listed as activators | hit rate 0.3% among 370,000; also: potency is read from the fitted curve at half-maximal effect; % is scaled to controls: 0 for no effect and ±100 for the full control effect; nearly all actives have a fitted effect of over 60% in size; many of its hits are not listed in these tables
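cAMP rise read by TR-FRET after 30 min, 37C compound exposure (up to 58 uM) in RXFP1-transfected HEK293 cells with Ro 20174 present. EC50 from Hill-equation fits, with 29 nM porcine relaxin as 100% and buffer as basal.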
D1 potentiator: Potentiators of Human D1 Dopamine Receptor: qHTS. potentiation, % at 10 µM. D(1A) dopamine receptor (Homo sapiens), P21728. hit rate 0.036% among 360,000. HEK293 TREx D1 cells, calcium flux, dopamine EC20 potentiation. AID 504651, 2011; in the data active = potentiation above about 30%; also: 0% is about no effect
GRP78 ERSR act: qHTS for Inducers of the Endoplasmic Reticulum Stress Response (ERSR) in Human Glioma: qHTS; U87-MG GRP78 promoter luciferase reporter, 16 h; hit rate 0.02% among 420,000; Potency, µM, without a hit: at the highest dose activation, most hits filed as activators; also: potency is read from the fitted curve at half-maximal effect; series mostly up to about 76 µM; % of control where 0% means no effect; nearly all actives have a fitted effect of over 35% in size
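Stably transfected U87-MG human glioma cells carrying a GRP78-based luminescent sensor were seeded at 1000 cells/well, pin-dosed with compounds and incubated 16 h. Luciferase reagent was then added, and end-point luminescence was read after 10 min at room temperature.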
D1 agonist: Allosteric Agonists of the Human D1 Dopamine Receptor: qHTS | HEK293 T-REx D1 cells, calcium flux, agonist mode | activation, % at 2 µM | hit rate 1% among 360,000 | D(1A) dopamine receptor (Homo sapiens), P21728; in the data active = activation above about 30%; also: 0% is about no effect
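Tetracycline-induced HEK293 TREx D1 cells, force-coupled to calcium signalling, were dye-loaded with a no-wash calcium kit. Compound was pin-added after a 10 s baseline. Fluorescence was read kinetically at 1 cycle/s for 180 s, with calcium rises flagged as agonism.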
D2 PAM: HTS Assay for Positive Allosteric Modulators of the Human D2 Dopamine Receptor: Primary Screen for Potentiators; HEK293 T-REx D2, calcium flux, EC20 dopamine potentiation; D(2) dopamine receptor (Homo sapiens), P14416; hit rate 0.34% among 340,000; potentiation, % at 10 µM;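 active = potentiation over 3 SD above the plate norm, cut at about 30% in these data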; also: 0% is about no effect
Target sequence (P14416 whole entry, looked up): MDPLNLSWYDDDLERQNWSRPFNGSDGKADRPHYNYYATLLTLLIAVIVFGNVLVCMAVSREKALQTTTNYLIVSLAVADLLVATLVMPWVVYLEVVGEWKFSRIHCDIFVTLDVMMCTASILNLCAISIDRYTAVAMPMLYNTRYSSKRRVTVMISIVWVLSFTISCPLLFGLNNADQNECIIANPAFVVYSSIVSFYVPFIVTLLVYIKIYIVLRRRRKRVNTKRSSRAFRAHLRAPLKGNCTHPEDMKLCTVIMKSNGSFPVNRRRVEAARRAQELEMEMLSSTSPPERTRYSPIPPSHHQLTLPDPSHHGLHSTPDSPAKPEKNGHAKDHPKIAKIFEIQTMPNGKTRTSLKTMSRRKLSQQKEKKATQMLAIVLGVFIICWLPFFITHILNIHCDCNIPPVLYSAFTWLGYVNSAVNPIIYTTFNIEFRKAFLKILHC
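Cells plated with tetracycline inducer and held overnight at 30 C; calcium dye loaded 30–90 min at room temperature; baseline taken, compound added and read 180 s; EC20 dopamine then added and read 180 s.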
* hit, by the source's call; & = joins results of further samples; ! = not confirmed by another sample. Unless noted, calls follow the shape of the dose curve; as a rule, active = well fitted curve in the direction sought with a large enough effect; inconclusive = small, poorly fitted or top-dose-only effect, or another doubt; inactive = no such curve, though single readings can be large; an effect the other way counts as inactive or inconclusive.

What do the screens show for `Cc1ccc(OCCCCn2nnc3sc4c(c3c2=O)CCC(C)C4)cc1` (configuration not stated)?
D1 antagonist: 5; LDHA block: -4; RXFP1 ag: -0.1%; D1 potentiator: 5; D1 agonist: 2; D2 PAM: -1

What do the screens show for `COCC1CCN(C(=O)c2cc(COc3ccc(OC)c4ccccc34)on2)C1` (configuration not stated)?
Vif-APOBEC3G blk: -6%; Vif-A3F inh: -3%; LDHA block: 15; GRP78 ERSR act: 5%

Results for CCc1cccc(CC)c1NC(=O)c1ccccc1CCc1ccccc1 ?
Vif-APOBEC3G blk: 3%; D1 antagonist: 15; Vif-A3F inh: 12%; LDHA block: -1; RXFP1 ag: -0.6%; D1 potentiator: -6; GRP78 ERSR act: -2%; D1 agonist: 1; D2 PAM: 1

How did COC(=O)c1ccc(NC(=O)C(C)N2Cc3ccccc3C2=O)cc1 (configuration not stated) do in these assays?
Vif-APOBEC3G blk: 1%; D1 antagonist: -9; Vif-A3F inh: 0%; LDHA block: -12; RXFP1 ag: -3.0%; D1 potentiator: 0; GRP78 ERSR act: -3%; D1 agonist: -1; D2 PAM: 1

Results for Cc1ccc(-n2nc(C)c3cc(C(=O)O)sc32)cc1 ?
Vif-APOBEC3G blk: -6%; D1 antagonist: -22; LDHA block: -8; RXFP1 ag: -1.0%; D1 potentiator: -3; GRP78 ERSR act: -2%; D1 agonist: 4; D2 PAM: 5

Results for CN(C)CCCOc1nc2c(c(=O)n(C)c(=O)n2C)n1C ?
Vif-APOBEC3G blk: 0%; D1 antagonist: -7; Vif-A3F inh: 8%; LDHA block: 3; RXFP1 ag: 3.4%; D1 potentiator: 2; GRP78 ERSR act: 1%; D1 agonist: -2; D2 PAM: 3

How did O=C(OCC(=O)N1CCN(C(=O)c2ccco2)CC1)c1sc2cc(F)ccc2c1Cl do in these assays?
Vif-APOBEC3G blk: 2%; D1 antagonist: 8; Vif-A3F inh: 5%; LDHA block: -4; RXFP1 ag: 0.8%; D1 potentiator: 7; GRP78 ERSR act: -4%; D1 agonist: 2; D2 PAM: 7

What do the screens show for `Cc1ccc(S(=O)(=O)NCCCN2CCOCC2)cc1C`?
Vif-APOBEC3G blk: -1%; D1 antagonist: 1; Vif-A3F inh: -2%; LDHA block: -1; RXFP1 ag: -3.5%; D1 potentiator: -6; GRP78 ERSR act: -5%; D1 agonist: 1; D2 PAM: 9

How did CCOc1cc(S(=O)(=O)NC2CC(C)(C)NC(C)(C)C2)ccc1Cl do in these assays?
Vif-APOBEC3G blk: 1%; D1 antagonist: 8; Vif-A3F inh: 8%; LDHA block: -3; RXFP1 ag: -1.6%; D1 potentiator: 6; GRP78 ERSR act: -6%; D1 agonist: 6; D2 PAM: 2

How did Cc1ccc(C(Nc2ccccn2)c2ccc3cccnc3c2O)cc1 (configuration not stated) do in these assays?
Vif-APOBEC3G blk: -9%; D1 antagonist: 5; Vif-A3F inh: -20%; LDHA block: 6; RXFP1 ag: 5.1%; D1 potentiator: -2; GRP78 ERSR act: -2%; D1 agonist: 3; D2 PAM: -13

Results for CCOc1cc2[nH]c(=S)n(C3CCN(Cc4ccccc4)CC3)c(=O)c2cc1OCC ?
Vif-APOBEC3G blk: 8%; D1 antagonist: 6; Vif-A3F inh: -14%; LDHA block: -2; RXFP1 ag: 0.9%; D1 potentiator: -3; GRP78 ERSR act: -2%; D1 agonist: 2

How did CN(C)C(=O)CSc1ncccc1-c1nc2ccccc2[nH]1 do in these assays?
Vif-APOBEC3G blk: 1%; D1 antagonist: -1; Vif-A3F inh: 3%; LDHA block: -2; RXFP1 ag: 1.6%; D1 potentiator: -1; GRP78 ERSR act: -2%; D1 agonist: 3; D2 PAM: -2

Results for O=C(NC1CCCC1)c1ccc(Cn2c(=O)[nH]c3ccsc3c2=O)cc1 ?
Vif-APOBEC3G blk: -5%; D1 antagonist: 10; Vif-A3F inh: -2%; LDHA block: -2; RXFP1 ag: 0.0%; D1 potentiator: 0; GRP78 ERSR act: -2%; D1 agonist: 3; D2 PAM: -2

Results for Cc1noc(NC(=O)c2ccc(Cl)cc2)c1Cl ?
Vif-APOBEC3G blk: 2%; D1 antagonist: -5; Vif-A3F inh: 3%; LDHA block: 3; RXFP1 ag: -1.3%; D1 potentiator: -1; GRP78 ERSR act: 0%; D1 agonist: 4; D2 PAM: 4

Results for Cc1ccc(NC(=O)CN(C)C(=O)CSc2ncc(C(F)(F)F)cc2Cl)cc1 ?
Vif-APOBEC3G blk: 0%; D1 antagonist: -11; Vif-A3F inh: inconclusive; LDHA block: 2; RXFP1 ag: 2.1%; D1 potentiator: 11; GRP78 ERSR act: -1%; D1 agonist: 0; D2 PAM: -25

How did COc1ccc(N2CC(NC(=O)c3ccc(Br)o3)CC2=O)cc1 (configuration not stated) do in these assays?
Vif-APOBEC3G blk: 1%; Vif-A3F inh: 5%; LDHA block: 0; RXFP1 ag: 3.9%; D1 potentiator: 2; GRP78 ERSR act: -2%; D1 agonist: 0; D2 PAM: 13

How did O=C(NCCc1ccc(F)cc1)C(=O)NCC(c1cccs1)S(=O)(=O)c1ccc(F)cc1 (configuration not stated) do in these assays?
Vif-APOBEC3G blk: -6%; Vif-A3F inh: 0%; LDHA block: -1; RXFP1 ag: 1.5%; D1 potentiator: -3; GRP78 ERSR act: 1%; D1 agonist: 4; D2 PAM: -5

How did Cn1cccc1-c1nc2ccc(NC(=O)c3ccccc3)cc2[nH]1 do in these assays?
Vif-APOBEC3G blk: -2%; D1 antagonist: -16; Vif-A3F inh: 3%; LDHA block: -2; RXFP1 ag: 0.8%; D1 potentiator: -4; GRP78 ERSR act: 1%; D1 agonist: 1; D2 PAM: 0

Results for CCCCN(C(=O)c1oc2ccc(OCC)cc2c1C)c1c(N)n(CC(C)C)c(=O)[nH]c1=O ?
Vif-APOBEC3G blk: -12%; D1 antagonist: -32*; Vif-A3F inh: -12%; LDHA block: -9; RXFP1 ag: 10%; D1 potentiator: -16; GRP78 ERSR act: -3%; D1 agonist: 0; D2 PAM: 10

Results for CCc1ccc(OCC(=O)N2CC(C(=O)OC)Oc3ccccc32)cc1 (configuration not stated) ?
Vif-APOBEC3G blk: 3%; D1 antagonist: 0; Vif-A3F inh: -3%; LDHA block: -3; RXFP1 ag: 0.0%; D1 potentiator: -10; GRP78 ERSR act: 19%; D1 agonist: 5; D2 PAM: -8

What do the screens show for `COc1ccc(Cc2nnc(NS(=O)(=O)c3ccccc3)s2)cc1`?
Vif-APOBEC3G blk: -13%; D1 antagonist: -3; Vif-A3F inh: 2%; LDHA block: -4; RXFP1 ag: -0.9%; D1 potentiator: -1; GRP78 ERSR act: 0%; D1 agonist: 1; D2 PAM: 16

What do the screens show for `Cc1cc(C)c(S(=O)(=O)N2CCN=C2c2ccccc2)c(C)c1`?
Vif-APOBEC3G blk: -5%; D1 antagonist: -1; Vif-A3F inh: -10%; LDHA block: -3; RXFP1 ag: -1.5%; D1 potentiator: 0; GRP78 ERSR act: -2%; D1 agonist: 3; D2 PAM: 18

What do the screens show for `Cc1ccc(NC(=O)Cn2nc(C(=O)O)c3ccccc3c2=O)c([N+](=O)[O-])c1`?
Vif-APOBEC3G blk: 4%; D1 antagonist: -20; Vif-A3F inh: -3%; LDHA block: -5; RXFP1 ag: 1.1%; GRP78 ERSR act: 2%; D1 agonist: 6; D2 PAM: 3

Results for Cc1cccc2sc(N(CCCN(C)C)C(=O)c3ccc(Cl)s3)nc12 ?
Vif-APOBEC3G blk: 1%&-7%; D1 antagonist: -1&-21; Vif-A3F inh: -4%&-14%; LDHA block: -15&6; RXFP1 ag: 0.0%&5.8%; D1 potentiator: -3&-3; GRP78 ERSR act: -3%&-3%; D1 agonist: 37*!; D2 PAM: -12&-13

Results for Cc1ccc(NC(=O)CN(C)C(=O)c2cccc(S(=O)(=O)N3CCCC3)c2)cc1 ?
Vif-APOBEC3G blk: -2%; D1 antagonist: 12; Vif-A3F inh: -5%; LDHA block: 3; RXFP1 ag: 0.1%; D1 potentiator: -3; GRP78 ERSR act: -5%; D1 agonist: -1; D2 PAM: -7

Compounds above that have an aryl thioether with sulfur outside any ring, in the order listed:
How did CN(C)C(=O)CSc1ncccc1-c1nc2ccccc2[nH]1 do in these assays?
Vif-APOBEC3G blk: 1%; D1 antagonist: -1; Vif-A3F inh: 3%; LDHA block: -2; RXFP1 ag: 1.6%; D1 potentiator: -1; GRP78 ERSR act: -2%; D1 agonist: 3; D2 PAM: -2

Results for Cc1ccc(NC(=O)CN(C)C(=O)CSc2ncc(C(F)(F)F)cc2Cl)cc1 ?
Vif-APOBEC3G blk: 0%; D1 antagonist: -11; Vif-A3F inh: inconclusive; LDHA block: 2; RXFP1 ag: 2.1%; D1 potentiator: 11; GRP78 ERSR act: -1%; D1 agonist: 0; D2 PAM: -25

Screens deposited in PubChem BioAssay by National Center for Advancing Translational Sciences (NCATS).

The list is partial (hit frequency here may not be typical).
